FAS-TE inh: FAS thioesterase (human) inhibition. P49327. recombinant FAS-TE, OMFH fluorogenic substrate, fluorescence endpoint. inhibition, % at 15 µM. 360,000 compounds, 0.67% hits. AID 602261;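 active = compounds whose normalised, plate-corrected inhibition of enzyme fluorescence in the single-dose primary screen is 50% or more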;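 note: 0% = DMSO with enzyme and 100% = substrate without enzyme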
CendR NRP1 mod: alters CendR peptide binding to human NRP-1; FAM-RPARPAR peptide binding to NRP-1, fluorescence polarization; inhibition, % at 25 µM; 360,000 compounds, 0.85% hits;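 active = inhibition or corrected inhibition above about 18%, plus a signal ratio from 0.5 to 1.5, limit read from the data, passing the limit was not always enough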; note: strong numbers were not always called active
Neddylation inh: inhibitors of human cullin neddylation; P61081+Q13564; TR-FRET cullin neddylation, biochemical; calls only at 25 µM; 360,000 compounds, 0.58% hits; AID 651699; in the data active = inhibition above about 36%
Rin1-Abl PPI inh: blocks binding of human Rin1 to Abl | inhibition, % at 7.35 µM | TR-FRET Rin1/Abl binding, biochemical | P00519+Q13671 | 360,000 compounds, 0.4% hits | AID 588664; in the data active = inhibition above about 5%, passing the limit was not always enough
PABP1 MLLE inh: blocks PAM2 peptide binding to the PABP1 MLLE domain; P11940; GST-MLLE / FITC-PAM2 fluorescence polarization; inhibition, % at 20 µM; 360,000 compounds, 0.36% hits; AID 588489; in the data active = inhibition above about 35%, passing the limit was not always enough;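 note: plate controls were DMSO wells with GST-MLLE for no effect and wells lacking GST-MLLE protein for full effect; some results filed as inactive read as strong as hits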
SKN-1 block: inhibitors of C. elegans SKN-1; C. elegans VP596 Pgst-4::GFP/RFP ratio, acrylamide-induced, 24 h; inhibition, % at 21.8 µM; 360,000 compounds, 0.49% hits; AID 624304;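 active = interference check ratio from 0.5 to 1.5 plus GFP to RFP signal ratio inhibition reaching or exceeding a fixed threshold, cut at about 30% in these data, passing the limit was not always enough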; note: some compounds called inactive have numbers as strong as hits
MsrA act: activates bovine MsrA enzyme. 360,000 compounds, 0.3% hits. purified bovine MsrA, absorbance read-out. activation, % at 10.6 µM; in the data active = activation above about 7.5%;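 note: 0% = vehicle and 100% = reference activator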
MT1-MMP act inh: MT1-MMP (human) activation inhibition; HT1080 RFP-PRO-GFP cells, GFP/RFP ratio fluorescence, overnight; percent of plate control window, DMSO zero; AID 651647; P50281; 360,000 compounds, 0.061% hits; GFP/RFP ratio change, % at 20 µM;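 active = GFP/RFP ratio change of at least 30% with cell ATP level not reduced by more than half and red fluorescence within 50% of control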; note: strong numbers were not always called active
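Material – HT1080 RFP-PRO-GFP cells · Control set – DMSO wells and RFP-L50D-GFP cells · Incubation – overnight cell settling, then overnight compound exposure, 37 °C, 5% CO2 · Compound dosing – single-point 20 µM compound, 1% DMSO · Read-out – GFP/RFP fluorescence ratio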
E coli Lon inh: E. coli protease La inhibition. purified E. coli Lon protease, fluorescence polarization. AID 602123. inhibition, % at 7.94 µM. 360,000 compounds, 0.42% hits; in the data active = inhibition above about 13%, passing the limit was not always enough;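 note: 0% = enzyme with probe and DMSO and 100% = no enzyme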
* = called active by the depositor; i = inactive; . = no result given; + = active, no number.

Field names – A = FAS-TE inh; B = CendR NRP1 mod; C = Neddylation inh; D = Rin1-Abl PPI inh; E = PABP1 MLLE inh; F = SKN-1 block; G = MsrA act; H = MT1-MMP act inh; I = E coli Lon inh
COC(=O)c1sc2cnccc2c1N
  A: -11; B: 13; C: .; D: -3; E: 24; F: 9; G: -9; H: -4; I: -6
CCOC(=O)c1[nH]c2ccc(OC)cc2c1NC(=O)CCN1CCCC(C)C1 (stereo not drawn)
  A: -12; B: 11; C: .; D: -2; E: -73; F: 9; G: -2; H: 1; I: 1
CN(c1ccccc1)S(=O)(=O)c1ccc(NC(=O)c2cccs2)cc1
  A: 16; B: 9; C: i; D: 0; E: -4; F: 1; G: -8; H: 1; I: 0
COc1cc(C(=O)N2C[C@H]3CON(C)[C@H]3C[C@H]2c2ccc(N3CCCCC3)cc2)cc(OC)c1OC
  A: -11; B: -43; C: i; D: 4; E: -55; F: -2; G: -1; H: -1; I: -45
Cc1nc(N)nc(Cl)c1Cc1ccc(Cl)cc1
  A: -7; B: -16; C: i; D: 1; E: -1; F: -11; G: -13; H: -4; I: -4
Cc1nnc2sc(SCc3ccc(Br)cc3)nn2c1=O
  A: -3; B: 3; C: i; D: -4; E: 5; F: 5; G: -3; H: -5; I: -3
COC(=O)[C@@H]1[C@H](CCc2ccccc2)NC(=O)N(Cc2ccccc2)[C@@H]1C
  A: 1; B: -8; C: i; D: 3; E: 0; F: 23; G: -3; H: 1; I: -3
C=CCc1c(C)nc(-c2ccccc2)nc1N/N=C/c1ccccc1
  A: 43; B: -3; C: i; D: 3; E: -15; F: 12; G: -3; H: -7; I: -3
CC(=O)NC(c1cccc(F)c1)c1nc(-c2cccs2)cs1 (stereo not drawn)
  A: 1; B: -100; C: i; D: 4; E: 16; F: -6; G: 2; H: 2; I: -9
O=C1NC(c2cccs2)C(C(=O)c2ccccc2)C(O)(C(F)(F)F)N1 (stereo not drawn)
  A: -3; B: 6; C: i; D: -4; E: 7; F: 15; G: -1; H: -2; I: 3
COCCNC(=O)c1cc(-c2ccccc2)nn1CC1CC(c2cccc([N+](=O)[O-])c2)=NO1 (stereo not drawn)
  A: 17; B: 31*; C: i; D: 0; E: 8; F: 6; G: 0; H: 0; I: -7
O=C(c1ccco1)N1CCN(c2ncnc3c(-c4ccccc4)nsc23)CC1
  A: -17; B: 9; C: i; D: -11; E: -39; F: 15; G: -3; H: 4; I: 0
Cc1ccc(NC(=O)Nc2ccccc2C(N)=O)cc1
  A: -2; B: 7; C: i; D: 1; E: -8; F: 8; G: 2; H: 1; I: -7
Cc1csc(N/N=C/c2ccc([N+](=O)[O-])cc2)n1
  A: 2; B: -9; C: i; D: -2; E: -14; F: 24; G: -1; H: -2; I: -7
CCOC(=O)N1CCN(C(=O)c2ccccc2NC(=O)c2ccc(Br)cc2)CC1
  A: 5; B: 18; C: i; D: 0; E: 2; F: 12; G: -2; H: -2; I: 2
CCC(Sc1ccc2nnc(-c3ccc(F)cc3)n2n1)C(=O)O (stereo not drawn)
  A: -2; B: -2; C: i; D: -8; E: -17; F: -7; G: -7; H: 9; I: -2
CCOC(=O)c1c(NC(=O)COC(=O)c2ccc([N+](=O)[O-])cc2)sc(C(=O)N(C)C)c1C
  A: 32; B: -5; C: i; D: 2; E: 13; F: 5; G: -2; H: 3; I: -4
CC(C)(C)S(=O)(=O)c1cnc2c(-c3ccc(F)cc3)cnn2c1N
  A: -8; B: -1; C: .; D: -4; E: 5; F: -1; G: 1; H: 6; I: -1
CC1=C(C(=O)N(C(C)C)C(C)C)CC(CC(=O)NCCCN(C)C)C(=O)N1CCC1=CCCCC1 (stereo not drawn)
  A: -6; B: 4; C: i; D: -2; E: 9; F: -10; G: -4; H: 0; I: -1
COc1ccc2c(c1)c(=O)oc1cc(OC(C(=O)O)c3ccccc3)ccc12 (stereo not drawn)
  A: 1; B: -13; C: .; D: 0; E: 9; F: 8; G: -1; H: -4; I: 5
O=C1NC(=S)S/C1=C\c1ccc2ccccc2c1
  A: 25; B: -50; C: i; D: -1; E: -35; F: 13; G: -4; H: -9; I: -13
O=C(c1cccc2ccccc12)C1CCCN(C(=O)CCCn2cncn2)C1 (stereo not drawn)
  A: -1; B: 1; C: i; D: 3; E: -6; F: 1; G: -2; H: 2; I: -3
COC(=O)Cc1c(O)ccn(CCc2c[nH]c3ccccc23)c1=O
  A: -6; B: -3; C: i; D: 0; E: 10; F: -2; G: -1; H: -2; I: -2
O=C(NCCCc1ccncc1)C1CCC(=O)N(Cc2cccc(C(F)(F)F)c2)C1 (stereo not drawn)
  A: -4; B: 10; C: i; D: 0; E: -10; F: 21; G: -3; H: -2; I: -3
Cc1cc(C)nc(SCC(=O)NCC2COc3ccccc3O2)n1 (stereo not drawn)
  A: 0; B: -15; C: i; D: 2; E: -6; F: -13; G: -6; H: 2; I: 6

Going on with the list.
Field names – A = FAS-TE inh; B = CendR NRP1 mod; C = Neddylation inh; D = Rin1-Abl PPI inh; E = PABP1 MLLE inh; F = SKN-1 block; G = MsrA act; H = MT1-MMP act inh; I = E coli Lon inh
CC(=O)c1cccc(NC(=O)CCS(=O)(=O)c2cccc3nonc23)c1
  A: 0; B: 0; C: i; D: -1; E: -2; F: -2; G: -2; H: -4; I: -10
CCn1c(NC(=O)c2ccc(F)cc2)c2ccccc2nc1=O
  A: -2; B: 6; C: i; D: -4; E: 10; F: 7; G: 0; H: 0; I: 2
Cc1ccc2nc(SCC(=O)NCCc3ccccc3)nc(=O)n2c1
  A: -5; B: -17; C: i; D: 1; E: 6; F: 10; G: -6; H: -4; I: 5
c1ccc2cc(CCCc3cc4ccccc4cn3)ncc2c1
  A: -2; B: -4; C: i; D: 3; E: 4; F: 1; G: -3; H: 1; I: 6
CC(=O)NC(=S)Nc1ccc(NC(=O)COc2ccc(Cl)cc2)cc1
  A: 10; B: 3; C: i; D: 5; E: 14; F: -9; G: 0; H: 14; I: -2
O=C(OCC(=O)N1CCN(C(=O)COC(=O)c2ccc(O)cc2O)CC1)c1ccc(O)cc1O
  A: -2; B: -5; C: i; D: 4; E: -23; F: -3; G: -3; H: -6; I: 0
CC(=O)c1cnc(SCC(=O)O)nc1C
  A: -4; B: 7; C: i; D: 3; E: -2; F: 3; G: -3; H: 2; I: -6
CCc1nc2ccc(C(=O)Nc3ccc(OC)c(OC)c3)cn2c1N(C)Cc1cccs1
  A: 9; B: -10; C: i; D: 0; E: 4; F: 6; G: 0; H: 5; I: 8
Cc1ccc(S(=O)(=O)NCCn2nc(C)cc2C)cc1
  A: -4; B: -2; C: i; D: 1; E: 3; F: 0; G: -3; H: 1; I: 2
CN1CCc2c(sc(NC(=O)c3ccc([N+](=O)[O-])o3)c2C(N)=O)C1
  A: 48; B: 8; C: i; D: -7; E: -1; F: -2; G: 2; H: -53; I: -13
Cc1cc(/C(N)=N/OC(=O)Nc2ccc(Cl)cc2)no1
  A: -3; B: -4; C: i; D: 2; E: -12; F: 7; G: -1; H: -2; I: -2
CCCCc1c(O)nc(SCC(=O)N2CCOCC2)n(-c2ccc(OC)cc2)c1=O
  A: -4; B: 13; C: i; D: 1; E: 34; F: 17; G: -1; H: 0; I: 2
CCCCn1c(N)c(N(CC(C)C)C(=O)C2CCN(S(=O)(=O)c3ccc(C)cc3)CC2)c(=O)[nH]c1=O
  A: 1; B: -4; C: i; D: 2; E: -14; F: 10; G: -3; H: 0; I: 9
Nc1c2c(nc3ccn(Cc4ccccc4)c(=O)c13)CCC2
  A: -9; B: 3; C: +; D: -2; E: 18; F: 13; G: 2; H: 6; I: -11
CCN(CC)S(=O)(=O)c1ccc(N)cc1
  A: -4; B: 4; C: i; D: 3; E: 4; F: -1; G: -5; H: -4; I: 8
Cc1cc(C)cc(C(=O)OCC(=O)NC2CCCC2)c1
  A: -1; B: 5; C: i; D: -1; E: 2; F: -8; G: -1; H: 0; I: -5
CSc1nc(C)cc(C)c1C(N)=O
  A: -5; B: 4; C: i; D: 1; E: 7; F: 3; G: -2; H: 0; I: -1
Cc1ccc(S(=O)(=O)N2CCN(C(=O)COC(=O)/C=C/c3ccccc3)CC2)c(C)c1
  A: 20; B: -8; C: i; D: 1; E: -3; F: 5; G: -10; H: -3; I: 7
COC(=O)C1CCN(C(=O)CN2C(=O)NC(CC(C)C)C2=O)CC1 (stereo not drawn)
  A: -1; B: -8; C: i; D: 1; E: 0; F: 0; G: -5; H: 4; I: 4
Cn1cc(CNC(=O)c2ccc(OC3CCN(Cc4ccccn4)CC3)cc2)cn1
  A: -4; B: 8; C: i; D: 0; E: 2; F: 12; G: -7; H: 5; I: 7
COc1ccc(C2=C(O)C(C)N(c3ccccc3)C2=N)cc1OC (stereo not drawn)
  A: -6; B: 2; C: i; D: 2; E: 6; F: 1; G: -3; H: -2; I: 7
CCOc1cc(C2NC(=O)NC(O)(C(F)(F)F)C2C(=O)c2ccc(OC)cc2)ccc1O (stereo not drawn)
  A: -5; B: -2; C: i; D: 0; E: -10; F: -5; G: 1; H: 5; I: -6
O=C(NCCN1CCC(n2c(=O)[nH]c3ccccc32)CC1)N1c2ccccc2Sc2ccccc21
  A: -6; B: -19; C: i; D: .; E: .; F: 1; G: 0; H: 6; I: -2
CC(=O)Nc1nc(C)c(C(C)(C)C)s1
  A: -6; B: 4; C: i; D: 3; E: 9; F: 6; G: -5; H: -2; I: -4
C[C@H](NC(=O)c1nc[nH]c1C(=O)N1CCNCC1)C(=O)OC(C)(C)C
  A: -12; B: 5; C: i; D: 2; E: -10; F: 6; G: -4; H: -4; I: 8

Next part.
Field names – A = FAS-TE inh; B = CendR NRP1 mod; C = Neddylation inh; D = Rin1-Abl PPI inh; E = PABP1 MLLE inh; F = SKN-1 block; G = MsrA act; H = MT1-MMP act inh; I = E coli Lon inh
CCCNC(=O)C1(C)CCN1C(=O)C1(c2ccccc2)CC1 (stereo not drawn)
  A: -4; B: -18; C: i; D: -1; E: 7; F: 20; G: 1; H: 8; I: -4
C=CCn1c(SCC(=O)Nc2ccc3c(c2)OCO3)nnc1-c1ccccc1OC
  A: 1; B: -1; C: i; D: 3; E: 8; F: -24; G: -13; H: 4; I: -2
Cc1c(Cl)cccc1NC(=O)c1cc(S(=O)(=O)N2CCOCC2)cn1C
  A: -6; B: 0; C: i; D: 8.4*; E: -9; F: -3; G: -4; H: -3; I: -1
c1ccc(-c2nc(-c3ccccn3)nc(-c3ccccn3)n2)nc1
  A: -3; B: -15; C: i; D: -7; E: 17; F: -16; G: -3; H: 7; I: 2
COCCN(C(=O)c1cc2c(s1)CCC2)c1c(N)n(CC(C)C)c(=O)[nH]c1=O
  A: -5; B: 14; C: i; D: 6; E: -3; F: 15; G: -3; H: 0; I: -1
CCN(CC)S(=O)(=O)c1ccc2c(c1)N(CC(=O)NCC1CCCO1)C(=O)CO2 (stereo not drawn)
  A: -7; B: 6; C: i; D: 1; E: -4; F: 5; G: -3; H: 1; I: -7
O=C1/C(=C\c2ccco2)SC(=S)N1c1ccccc1
  A: 3; B: -15; C: i; D: 2; E: 2; F: 8; G: -6; H: 2; I: -6
COc1cccc(C(=O)NCC(=O)N2CCC3(CC2)NCCc2[nH]cnc23)c1OC
  A: -3; B: 7; C: i; D: 2; E: -15; F: -15; G: -2; H: 1; I: -6
COc1cccc(C(C)(O)c2nc(-c3cc4ccccc4o3)cs2)c1 (stereo not drawn)
  A: 20; B: -5; C: i; D: -3; E: 13; F: 25; G: -2; H: -3; I: 2

Screens (PubChem)
